DUSP3 inh: inhibitors of human VHR1 phosphatase (DUSP3); P51452; recombinant VHR phosphatase, colorimetric substrate read-out; inhibition, % at 20 µM; actives 0.7% (n = 50,000); AID 1992; in the data active means inhibition above about 60%; further: some results filed as inactive read as strong as hits
Target sequence (P51452 whole entry, looked up): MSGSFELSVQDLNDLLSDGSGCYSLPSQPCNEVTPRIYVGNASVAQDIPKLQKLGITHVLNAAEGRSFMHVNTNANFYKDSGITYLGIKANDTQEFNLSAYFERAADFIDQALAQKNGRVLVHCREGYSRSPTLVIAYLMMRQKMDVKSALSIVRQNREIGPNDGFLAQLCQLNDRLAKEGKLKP
Starred values were filed as active, the others as inactive. An excerpt. The share of hits here may be higher or lower than overall.

SMILES	DUSP3 inh
CC(=O)Nc1ccccc1NC(=O)c1ccccc1[N+](=O)[O-]	28
COc1ccc(/C=C/C(=O)NC(=S)Nc2ccc(I)cc2)cc1	-36
CCOc1ccc2c(C)cc(=O)oc2c1C	-15
CC(=O)NN1C(=O)c2ccc(-c3ccc4c(c3)C(=O)N(NC(C)=O)C4=O)cc2C1=O	7
CCOc1cc(N2CCOCC2)c(OCC)cc1N	88*
CCOC(=O)C(Cc1ccccc1)(NC(C)=O)C(=O)OCC	5
COc1ccc(C(NC=O)c2ccc(OC)cc2)cc1	0
CC(C)OC(=O)COc1cc2oc(=O)c3c(c2cc1Cl)CCCC3	-1
COc1ccc(C2OCC3(CO)C(C)C=C(C)C2C3C)cc1 (centres undefined)	-29
O=[N+]([O-])c1cccc(C=NCCCN2CCOCC2)c1	0
CCOC(=O)COc1cc(C)c(Cl)cc1[N+](=O)[O-]	2
Cc1cccc(-n2c(CCN3C(=O)c4ccccc4C3=O)nc3ccccc3c2=O)n1	4
CCN(CC)c1ccc(N2C(=O)/C(=C/c3ccc(C(=O)O)cc3)SC2=S)cc1	16
COc1ccccc1N1CCN(/N=C\c2cc(OC)c(OC(C)=O)c(OC)c2)CC1	-3
CCCC(C)NC(=O)c1ccc([N+](=O)[O-])cc1 (centres undefined)	-2
Brc1ccc(-c2cs/c(=N/c3ccccn3)n2-c2ccccc2)cc1	-12
CC1CCc2c(sc(N)c2C(N)=O)C1 (centres undefined)	18
COc1ccc(OC)c(N(CC(=O)Nc2cccc(Cl)c2)S(C)(=O)=O)c1	-12
Cc1ccc(OCCNC(C)(C)C)c(Cl)c1	-76
CCOc1ccc2nc(SC3CC(=O)N(c4ccc(OC)cc4)C3=O)sc2c1 (centres undefined)	19

A stretch taken from the entries so far, for reference:
SMILES	DUSP3 inh
O=[N+]([O-])c1cccc(C=NCCCN2CCOCC2)c1	0
CCOC(=O)COc1cc(C)c(Cl)cc1[N+](=O)[O-]	2
Cc1cccc(-n2c(CCN3C(=O)c4ccccc4C3=O)nc3ccccc3c2=O)n1	4
CCN(CC)c1ccc(N2C(=O)/C(=C/c3ccc(C(=O)O)cc3)SC2=S)cc1	16
COc1ccccc1N1CCN(/N=C\c2cc(OC)c(OC(C)=O)c(OC)c2)CC1	-3

Remaining list, next part
SMILES	DUSP3 inh
CS(=O)(=O)N(Cc1ccc(C(=O)Nc2ccc(F)cc2)cc1)c1ccccc1	1
COc1ccc(Cl)cc1/C=C(/C#N)C(=O)Nc1ccc(Cl)cc1	4
N/C(=N\OC(=O)c1ccc(Cl)cc1Cl)c1cccnc1	-14
O=C(Nc1ccc(Cc2ccncc2)cc1)c1ccccc1Br	-8
O=C1C2ON(c3ccccc3)C(c3ccco3)C2C(=O)N1c1ccc(N2CCOCC2)cc1 (centres undefined)	-14
O=C(COc1ccc(Cl)cc1)Nc1ccccc1C(F)(F)F	-2
CCCOC(=O)NC(c1ccccc1)C(Cl)(Cl)Cl (centres undefined)	-32
COc1ccc(/C=N/NC(=O)CSCC(=O)Nc2ccccc2)cc1OC	-5
O=C(CN1CCCCCC1)Nc1cccc2c1OCO2	0
Cc1nc2c(sc3nc(C)c(C)c(C)c32)c(=O)o1	-5
COc1ccc(C(=O)Nc2ccc(S(=O)(=O)N3CCCCC3)cc2)cc1OC	-2
COC(=O)C1(S(=O)(=O)c2ccc(Cl)cc2)CCOCC1	-22
O=C(c1cnn2c(-c3ccccc3)cc(-c3ccccc3)nc12)N1CCSCC1	7
CCOC(=O)CSc1nc2sc3c(c2c(=O)n1-c1ccccc1C)CCc1ccccc1-3	-14
CCN(CC)c1ccc(N2C(=O)/C(=C\c3cccs3)SC2=S)cc1	-12
O=C1C(Cl)=C(N2CCCCC2)C(=O)N1c1ccc(Cl)c(Cl)c1	8
Cc1ccc(/C=N/NC(=S)NC2CCS(=O)(=O)C2)cc1 (centres undefined)	-83
O=C(CCN1C(=O)/C(=C/c2ccc(F)cc2)SC1=S)Nc1cc([N+](=O)[O-])ccc1O	0
CCOc1ccc(/C=N/Nc2nnc(-c3ccccc3)c(-c3ccccc3)n2)c(O)c1	-3
O=c1oc2ccccc2c2c1C(c1ccc(Br)cc1)c1c(c3ccccc3oc1=O)O2	-8
O=C1/C(=C/c2cccc(Cl)c2Cl)SC(=S)N1c1ccc([N+](=O)[O-])cc1	-23
O=C(/C=C(\Cl)c1ccc([N+](=O)[O-])cc1)c1ccccc1	0
CCC(C)c1ccc(NC(=O)c2ccc3c(c2)OCCO3)c(O)c1 (centres undefined)	-23
Cc1ccc(-c2nc3ccccc3s2)cc1NC(=O)c1ccc(Br)o1	-53
O=[N+]([O-])c1ccc(-c2nc3ccc(Br)cn3[n+]2[O-])cc1	-22
COc1ccc(CNC(=O)c2c(-c3c(Cl)cccc3Cl)noc2C)cc1	-10
CN1C(=O)C2(NN=C(c3cccc4ccccc34)S2)c2ccccc21 (centres undefined)	26
CCOC(=O)c1ccc(NC(=O)COc2ccccc2C)cc1	-17
CCN1C(=O)/C(=C\c2cccc(O)c2)C(C(=O)OC)=C1C	23
S=C(Nc1ccccc1)Nc1ccccc1NC(=S)Nc1ccccc1	-5
O=C(NC(=S)Nc1ccc(N2CCCCC2)cc1)c1cccs1	2
COc1cc(N2CCCCC2)ccc1[N+](=O)[O-]	-9
CC(N=CC1=C(O)CNC1=O)c1ccccc1 (centres undefined)	-24
COc1ccc(/C=C/C(=O)c2cccc([N+](=O)[O-])c2)cc1	-13
COc1ccc(OC)c(NC(=O)CSc2nc3ccccc3s2)c1	-10
O=C(O)CSc1nc2ccc(NC(=O)c3ccccc3)cc2s1	-11
O=C(CCC1CCCC1)Nc1cccc(Cl)c1	7
CC(=O)Nc1ccc(NC(=O)c2cccc(I)c2)cc1	-13
O=[N+]([O-])c1ccc(COc2ccc(/C=N/Nc3nc4ccccc4s3)cc2)cc1	-37
CCC1S/C(=N\N=C\c2cccc3ccccc23)NC1=O (centres undefined)	8
Cc1ccc(N2NC(=O)/C(=C/c3ccccc3O)C2=O)cc1C	11
Cc1ccc(/C=C/C(=O)NCc2ccco2)o1	-18
COC(=O)c1ccccc1N(Cc1ccccc1)S(=O)(=O)c1ccccc1	1
O=C1NC(=S)N(c2cccc(Br)c2)C(=O)/C1=C/c1ccc(-c2ccccc2C(=O)O)o1	80*
O=C(NCCc1ccccc1F)C(=O)Nc1nccs1	6
COc1ccccc1CNC(=O)c1ccc(OC)c([N+](=O)[O-])c1	-12
Cc1ccc(C=C2C(=O)NC(=S)N(c3ccccc3F)C2=O)s1	12
Cc1ccc(NC(=O)/C=C/c2cccc([N+](=O)[O-])c2)c(Br)c1	-9
N#Cc1c(/N=C/c2cc(Br)ccc2O)sc2c1CCN(Cc1ccccc1)C2	19
O=C(c1ccc(Cl)cc1)N1N=C(c2ccc([N+](=O)[O-])cc2)CC1(O)C(F)(F)F (centres undefined)	-5
O=C(O)CCN1C(=O)/C(=C/c2cccc3ccccc23)SC1=S	6
O=C(/C=C/c1ccccc1)Nc1ccc(F)c(F)c1	0
O=c1c(Cc2ccccc2)c(O)nc2n1CCCS2	-5
CCOc1ccc(N2C(=O)/C(=C\c3cccc(OC)c3OC)C(C(=O)OC)=C2C)cc1	-17
COc1ccccc1CNC(=O)COc1cc(C)c(Cl)c(C)c1	-7
Cc1ccc(C)n1Cc1ccc(C(=O)O)cc1	-16
Cc1cc(OCCCCN2CCCC2)ccc1Cl	-12
N#C/C(=C/c1cn(CC(=O)O)c2ccccc12)C(=O)Nc1cccc(Br)c1	-2
CCOC(=O)c1cccc(NC(=O)COc2ccc([N+](=O)[O-])cc2)c1	-13
Cc1ccc(N(CC(=O)Nc2ccc(Br)cc2)S(C)(=O)=O)cc1Cl	-34
New compounds follow:
SMILES	DUSP3 inh
COc1ccc(CCC(=O)Nc2ccc(Cl)c([N+](=O)[O-])c2)cc1	3
CN1C(=O)/C(=C\c2ccccc2OCCOc2ccc(Br)cc2)SC1=S	5
O=C(O)c1ccccc1/C=N/n1cnnc1	-30
O=C(OCc1ccccc1)Sc1nnc(-c2ccc(Br)cc2)o1	-7
Cc1ccc(S(=O)(=O)/N=C2/C=C(N3CCOCC3)C(=O)c3ccccc32)cc1	-44
CC(=O)c1ccc(N2C(=O)CC(N(C)Cc3ccccc3)C2=O)cc1 (centres undefined)	4
COC(=O)c1c(NC(=O)C2C3C=CC(C3)C2C(=O)O)sc2c1CCC2 (centres undefined)	-8
O=C(NCC1CCCO1)c1ccc(-c2ccccc2)cc1 (centres undefined)	-48
Cc1ccc(C)c(-c2csc(N)c2C(=O)OC(C)C)c1	8
CC(=O)Nc1cccc(Oc2ccc3c(c2)C(=O)N(c2ccccc2)C3=O)c1	1
COc1ccc(OC)c(NC(=O)CC(c2ccccc2)c2ccccc2)c1	-44
O=C(Nc1ccc(Br)cc1)c1cnccn1	11
COc1cc(C2C3=C(CC(C)(C)CC3=O)OC3=C2C(=O)CC(C)(C)C3)cc(Br)c1OC	-5
Cc1ccc(N(CC(O)CN2CCOCC2)S(=O)(=O)c2ccccc2)cc1 (centres undefined)	1
CC(NC(=O)C(c1ccccc1)c1ccccc1)C(=O)NCCN(C)C (centres undefined)	-2
O=C1/C(=C\Nc2ccccc2O)CCc2ccccc21	-3
COc1ccc(N(CC(=O)N2CCOCC2)S(=O)(=O)c2ccc(C)cc2)cc1OC	-16
Cc1cc(Cl)ccc1OCC(=O)Nc1ccc(S(N)(=O)=O)cc1	4
COc1ccc(/C=C(\NC(=O)c2ccccc2)C(=O)NCCCn2ccnc2)cc1	-5
CCSC1(SCC)N=C(N)C2(C#N)C(c3ccccc3)NC3=C(CCCC3)C12C#N (centres undefined)	23
COc1cc2c(C)nc3c(cnn3-c3ccccc3)c2cc1OC	14
N/C(=N\OC(=O)COc1ccc2ccccc2c1)c1cccc([N+](=O)[O-])c1	-20
O=C(NCCSCc1ccccc1Cl)C(c1ccccc1)c1ccccc1	-2
O=C1S/C(=C\c2ccc(Br)c([N+](=O)[O-])c2)C(=O)N1c1ccccc1	0
Cc1ccc2oc(-c3ccc(C)c(NC(=O)c4ccc(Cl)cc4Cl)c3)nc2c1	2
O=C(CSc1nc2ccccc2n1Cc1ccccc1)N/N=C/c1ccc([N+](=O)[O-])cc1	26
O=C(NC(Oc1ccccc1Br)C(Cl)(Cl)Cl)c1ccco1 (centres undefined)	2
Cc1cccc(N/C=C/C(=O)c2ccc(Cl)cc2)c1	-19
O=C(Nc1nc2ccccc2s1)c1ccc(S(=O)(=O)N2CCCCC2)cc1	-32
COCCNC(=O)CN(c1ccc(OC)cc1OC)S(=O)(=O)c1ccccc1[N+](=O)[O-]	-56
COc1ccccc1/C=C(/NC(=O)c1ccc(C)cc1)C(=O)Nc1ccc(S(N)(=O)=O)cc1	-25
O=[N+]([O-])c1ccc(Cl)c(-n2ncnc2-c2ccc(F)cc2)c1	-4
NS(=O)(=O)c1ccc(N=C2NC(=O)CS2)cc1	-11
Cc1ccc(C2C(C(=O)/C=C/c3ccccc3)=C(O)C(=O)N2CCCCCC(=O)O)cc1 (centres undefined)	8
O=c1cc(-c2ccc([N+](=O)[O-])cc2)nc2cc(-c3cccc(Cl)c3)[nH]n12	8
Cn1c(O)c(C(c2ccncc2)c2c(O)n(C)c(=S)n(C)c2=O)c(=O)n(C)c1=S	-15
COc1ccccc1OCC(=O)NNC(=O)Cc1cccs1	-17
O=C(NCCNc1ccc([N+](=O)[O-])cc1)c1ccccc1Br	-4
CC1(C)CC(=O)C=C(NCCN2CCN(C(=O)Nc3ccccc3)CC2)C1	1
O=C(O)CCC(=O)Nc1ccccc1-c1ccccc1	9

Brought forward from above: seven compounds, then new ones.
SMILES	DUSP3 inh
Cc1ccc(C2C(C(=O)/C=C/c3ccccc3)=C(O)C(=O)N2CCCCCC(=O)O)cc1 (centres undefined)	8
O=c1cc(-c2ccc([N+](=O)[O-])cc2)nc2cc(-c3cccc(Cl)c3)[nH]n12	8
Cn1c(O)c(C(c2ccncc2)c2c(O)n(C)c(=S)n(C)c2=O)c(=O)n(C)c1=S	-15
COc1ccccc1OCC(=O)NNC(=O)Cc1cccs1	-17
O=C(NCCNc1ccc([N+](=O)[O-])cc1)c1ccccc1Br	-4
CC1(C)CC(=O)C=C(NCCN2CCN(C(=O)Nc3ccccc3)CC2)C1	1
O=C(O)CCC(=O)Nc1ccccc1-c1ccccc1	9
O=c1oc2cc(O)c([N+](=O)[O-])cc2cc1-c1csc(-c2ccc(Br)cc2)n1	4
CCCOc1ccc(C(=O)Nc2ccc3oc(-c4cccnc4)nc3c2)cc1	1
COc1cccc(/C=N/N=C2/NC(=O)CS2)c1	-44
Cc1nnc(N/N=C/c2c(O)ccc3ccccc23)[nH]c1=O	-6
O=C(Nc1nccs1)c1ccc(Oc2ccc(C(=O)Nc3nccs3)cc2)cc1	0
CN(C)c1ccc(NS(=O)(=O)c2ccc(Cl)cc2)cc1	-8
O=C1NC(=O)C(=Cc2ccc(-c3ccc([N+](=O)[O-])cc3Cl)o2)C(=O)N1	-7
COc1ccc2nc(SCC(=O)Nc3ccc(F)cc3)[nH]c2c1	-6
Cc1cc(F)ccc1NC(=O)c1ccccc1	3
CCCn1c(=O)c(C(=O)NNC(=O)COc2ccccc2)c(O)c2ccccc21	-6
C/C(=N/NC(=O)c1ccoc1C)C12CC3CC(CC(C3)C1)C2	-45
COc1c(Br)cc(Br)cc1/C=c1\sc2nc3ccccc3n2c1=O	6
Cc1ccc(C(=O)Nc2nc3ccccc3n2Cc2ccccc2Cl)cc1	-11
COC(=O)CCC(=O)Nc1cc(Cl)ccc1Cl	-23
CCOC(=O)c1ccccc1NC(=O)c1cnccn1	-25
Clc1ccc(Cc2noc(-c3cccs3)n2)cc1	-28
O=c1/c(=C\c2ccc(-c3cccc(Br)c3)o2)sc2nc3ccccc3n12	-4
CC(=O)c1sc(NC(=O)c2ccoc2C)nc1C	-2
CC(=O)c1ccc(NC(=O)C2CCC(C)(C(=O)O)C2(C)C)cc1 (centres undefined)	-15
COc1ccccc1-c1c(C(F)(F)F)oc2cc(OCc3cccc(Cl)c3)ccc2c1=O	-8

Quoted at random: 6 records from the list
SMILES	DUSP3 inh
CCCn1c(=O)c(C(=O)NNC(=O)COc2ccccc2)c(O)c2ccccc21	-6
CC(=O)c1sc(NC(=O)c2ccoc2C)nc1C	-2
CC(=O)c1ccc(NC(=O)C2CCC(C)(C(=O)O)C2(C)C)cc1 (centres undefined)	-15
O=c1oc2cc(O)c([N+](=O)[O-])cc2cc1-c1csc(-c2ccc(Br)cc2)n1	4
C/C(=N/NC(=O)c1ccoc1C)C12CC3CC(CC(C3)C1)C2	-45
O=C(Nc1nccs1)c1ccc(Oc2ccc(C(=O)Nc3nccs3)cc2)cc1	0

Compound activity from PubChem BioAssay.
